High-throughput results from PubChem BioAssay.
TrxR1 substrate = rat thioredoxin reductase 1 substrate activity | purified TrxR1 substrate turnover, NADPH consumption readout | Potency, µM (titrated, usually from 114 µM), for the others: top-dose activity change, negative = substrate turnover | hit rate 0.01% among 390,000 | AID 588456; note: potency is the fitted concentration of half-maximal effect; % is set by controls: 0 for no effect and ±100 for the full control effect; nearly all actives have a fitted effect of over 50% in size
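Rat TrxR1, dispensed at 90 nM, was prereduced with 400 uM NADPH (final) for 5 min at ~22 deg C, then incubated with compound 15 min before 400 uM selenite. A first-read NADPH fluorescence drop versus no-compound background flagged substrates.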
D2 ag = D2 dopamine receptor (human) agonism; P14416; HEK293 T-REx D2 cells, calcium flux agonist mode; activation, % at 2 µM; hit rate 0.53% among 340,000; AID 485358;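 active = activation over 3 SD above normal in the single-dose calcium agonist read, cut at about 30% in these data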; note: 0% is about no effect
Target sequence (P14416 whole entry, looked up): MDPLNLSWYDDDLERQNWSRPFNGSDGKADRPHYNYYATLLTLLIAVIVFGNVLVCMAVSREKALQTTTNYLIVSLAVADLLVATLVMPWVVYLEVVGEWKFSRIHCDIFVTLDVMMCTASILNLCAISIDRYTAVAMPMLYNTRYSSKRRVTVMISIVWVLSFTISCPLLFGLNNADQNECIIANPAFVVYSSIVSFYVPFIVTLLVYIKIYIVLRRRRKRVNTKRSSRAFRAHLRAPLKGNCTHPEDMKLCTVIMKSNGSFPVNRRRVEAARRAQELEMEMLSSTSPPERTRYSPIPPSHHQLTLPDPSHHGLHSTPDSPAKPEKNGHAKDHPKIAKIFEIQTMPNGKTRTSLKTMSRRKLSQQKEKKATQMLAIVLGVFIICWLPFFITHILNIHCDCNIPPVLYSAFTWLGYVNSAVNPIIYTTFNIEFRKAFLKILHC
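Calcium-flux readout, 1 cycle/sec over 180 s following compound pin transfer, in inducible HEK293 Trex D2 cells (force-coupled); dopamine controls included. Positive calcium responses during this window marked compounds as potential agonists.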
USP1-UAF1 inh = USP1/UAF1 (human) deubiquitinase inhibition. recombinant USP1/UAF1, Ub-Rhodamine cleavage fluorescence. Potency, µM (titrated, usually from 57.1 µM), inactives show at the highest dose activity change, negative = inhibition, usual class: inhibitors. hit rate 0.23% among 390,000. AID 743255; note: potency is the fitted concentration of half-maximal effect; % is set by controls: 0 for no effect and ±100 for the full control effect; nearly all actives have a fitted effect of over 60% in size; inactives centre near -12
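USP1/UAF1 complex (1 nM) preincubated 15 min at room temperature with compound, then Ub-Rho substrate (150 nM final) added. Kinetic fluorescence at 480/540 nm over 6 reads at 60 s intervals; 50 mM HEPES pH 7.8, 0.5 mM EDTA, 0.1 mg/ml BSA, 1 mM TCEP, 0.01% Tween-20.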
rTrxR1 inhibitor = inhibitors of rat thioredoxin reductase 1; O89049; recombinant rTrxR1, NADPH fluorescence consumption, selenite substrate; Potency, µM (top dose mostly 114 µM), for the others: at the highest dose activity change, negative = inhibition, hits mostly inhibitors; hit rate 1% among 390,000; note: potency is the fitted concentration of half-maximal effect; % is set by controls: 0 for no effect and ±100 for the full control effect; nearly all actives have a fitted effect of over 65% in size
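Rat TrxR1 (90 nM in the dispensed reagent) was pre-reduced with 400 uM NADPH for 5 min at room temperature, then incubated with compound for 15 min. After 400 uM selenite was added, NADPH fluorescence (Ex 340/Em 450 nm) was followed for 8 min.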
TRHR enhancer = allosteric enhancers of human TRH receptor; TRHR cells, fluo-8 calcium fluorescence, EC20 TRH enhancement; enhancement, % at 2 µM; hit rate 0.66% among 360,000; P34981; in the data active = enhancement above about 30%; note: 0% is about no effect
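Enhancer read-out: after compound pinning and an initial kinetic agonist-mode read, an EC20 of TRH (10 nM final) was injected and fluo-8 calcium signal (Ex 480/Em 530) followed at 1 s/cycle for 100 cycles in TRHR-expressing cells.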
Pin1 inh = human Pin1 inhibition. Q13526. Pin1 FP peptide displacement, HiFluor488, 10 min. Potency, µM (titrated, usually from 115 µM), inactives show at the top dose activity, negative = inhibition, actives largely listed as inhibitors. hit rate 0.009% among 390,000; active = well fitted inhibition curve with a large enough effect in the polarisation, with a control signal flat, not every such curve was filed as active; inconclusive = small, poorly fitted or top-dose-only effect, or effect the other way, or a change in a side signal; inactive = no such curve, though single readings can be large or run the other way; the % refers to the polarisation; note: potency is the fitted concentration of half-maximal effect; % is set by controls: 0 for no effect and ±100 for the full control effect
Target sequence (Q13526 whole entry, looked up): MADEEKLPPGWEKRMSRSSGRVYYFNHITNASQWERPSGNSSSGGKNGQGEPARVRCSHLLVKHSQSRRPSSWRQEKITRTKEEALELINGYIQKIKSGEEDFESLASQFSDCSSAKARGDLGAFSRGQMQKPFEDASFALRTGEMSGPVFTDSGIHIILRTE
TRHR ag = activates the human TRH receptor. P34981. hit rate 0.18% among 360,000. TRHR cells, calcium flux fluo-8, FDSS agonist mode. activation, % at 2 µM; in the data active = activation above about 30%; note: 0% is about no effect
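TRHR-expressing cells, plated overnight in medium with 10% serum, were loaded with fluo-8 calcium dye at room temperature. After a 10 s baseline, library compound was pin-added and calcium release was recorded kinetically (ex 480/em 530) as agonist response.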
D2 antag = antagonists of human D2 dopamine receptor. AID 485344. hit rate 2% among 340,000. HEK293 TREx D2 cells, calcium flux, dopamine EC80. P14416. inhibition, % at 10 µM; in the data active = inhibition above about 30%; note: 0% is about no effect
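In this primary screen, negative modulation is detected by tracking calcium flux after an EC80 dopamine challenge in inducible HEK293 T-REx D2 cells preexposed to test compound for 180 s.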
IDH1 R132H inh = human IDH1 R132H inhibition; O75874; IDH1-R132H enzyme, NADPH consumption, diaphorase/resazurin fluorescence; Potency, µM (top dose mostly 76.6 µM), for inactives: top-dose activity change, negative = inhibition, actives largely listed as inhibitors; hit rate 0.093% among 390,000; AID 602179; note: potency is the fitted concentration of half-maximal effect; % is set by controls: 0 for no effect and ±100 for the full control effect; nearly all actives have a fitted effect of over 65% in size
Target sequence (O75874 whole entry R132H, stated change not applied): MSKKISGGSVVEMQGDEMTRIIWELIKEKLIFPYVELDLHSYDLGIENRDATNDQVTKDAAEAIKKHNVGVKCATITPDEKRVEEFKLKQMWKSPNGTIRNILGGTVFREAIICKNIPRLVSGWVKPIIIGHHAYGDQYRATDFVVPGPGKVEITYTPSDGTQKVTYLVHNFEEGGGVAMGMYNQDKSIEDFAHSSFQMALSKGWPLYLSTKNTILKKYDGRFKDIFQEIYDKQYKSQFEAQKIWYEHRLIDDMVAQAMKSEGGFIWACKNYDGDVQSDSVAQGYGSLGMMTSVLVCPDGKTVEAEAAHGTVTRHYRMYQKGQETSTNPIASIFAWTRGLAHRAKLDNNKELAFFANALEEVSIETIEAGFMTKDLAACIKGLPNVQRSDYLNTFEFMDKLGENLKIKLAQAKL
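IDH1-R132H (0.5 ug/mL) preincubated 30 min with compound, then NADPH (0.016 mM) and alpha-KG (2 mM) added; 80 min at RT, pH 7.5. Remaining NADPH coupled via diaphorase/resazurin to fluorescence (540/590 nm); concentration-response curves normalized to no-enzyme control.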
* = called active by the depositor; ? = inconclusive; · = no result given; & = joins results of further samples; [ ] = another dose, or the depositor's remark. Unless noted, calls come from the whole dose curve; as a rule, active = well fitted inhibition curve with a large enough effect; inconclusive = small, poorly fitted or top-dose-only effect; inactive = no such curve, though single readings can be large or run the other way. Only part of the results is shown, so the mix of outcomes need not match the whole.

SMILES | TrxR1 substrate | D2 ag | USP1-UAF1 inh | rTrxR1 inhibitor | TRHR enhancer | Pin1 inh | TRHR ag | D2 antag | IDH1 R132H inh
CCS(=O)(=O)c1ccc2oc(SCC(=O)NC34CC5CC(CC(C5)C3)C4)nc2c1 | 11% | -2.6 | -11% | 33% | -5 | -3% | 2.0 | -7 | 1%
COC(=O)/C(=C1/Oc2ccc(C(C)(C)C)cc2S1)C(F)(F)F | 5% | 0.5 | -4% | 13% | 4 | -1% | 0.0 | -14 | 8%
Cc1cc(NC(=O)c2ccc3[nH]c(C)c(C)c3c2)ccn1 | -12% | -0.6 | -14% | -11% | 0 | -2% | 0.6 | 16 | 7%
CCOc1ccc2nc(NC(=O)CN3C(=O)C4CCCCC4C3=O)sc2c1 (stereo not drawn) | -4%[57.1 µM] | 0.6 | -12% | 8% | -3 | -1% | -0.3 | -2 | -11%
COc1cnc(-c2ccccn2)nc1Oc1c(C)cccc1C | -7% | 4.6 | -12% | ? | -1 | 1% | -0.6 | 3 | 1%
COc1cc(NC(=O)CCCSc2nc(-c3ccco3)cc(C(F)(F)F)n2)cc(OC)c1OC | -11%&-5% | -0.3&-0.5 | -27%&-6% | -4%&9% | 2&5 | -3%&5% | -0.3&-0.7 | 3 | -4%&-2%
CCOC(=O)c1ccccc1NC(=O)CN(c1cccc(C)c1C)S(=O)(=O)c1ccccc1 | 15% | -2.0 | -19% | 12% | 11 | 3% | -1.8 | · | 0%
COc1ccc(-c2ccc(=O)n(CC(=O)Nc3cc(OC)ccc3OC)n2)cc1 | 1%[57.1 µM] | -0.6 | -24% | 27%[57.1 µM] | 7 | -1% | -1.5 | · | 1%
O=C(C1=COCCO1)N1CCN(S(=O)(=O)c2cccc(F)c2)CC1 | 0% | 0.2 | -7% | 7% | -6 | 1% | 1.2 | -15 | -4%
O=C(COc1ccccc1Cl)NCCCNC(=O)c1ccco1 | -2% | 0.6 | -16% | 4% | -4 | 1% | -1.7 | -4 | 0%
COc1ccc(CCNC(=O)CSc2nc3ccccc3o2)cc1OC | 5% | -1.6 | -20% | 14% | -1 | -2% | -0.8 | -2 | 5%
Cc1ccc(C(=O)NCC(=O)OCC(=O)Nc2ccc(Cl)cn2)cc1 | -8% | -0.1 | -19% | -5% | -3 | -7% | -1.5 | -21 | -6%
Cc1ccc(C)c(CNC(=O)c2ccc3c(c2)nc2n3CCCCC2)c1 | 3%[57.1 µM] | -1.0 | 5% | 17%[57.1 µM] | -4 | 2% | 0.1 | · | -6%
CC1(C)CC(NC(=O)N2c3ccccc3Sc3ccccc32)CC(C)(C)N1 | -16%[11.4 µM] | 0.2 | -12% | 21%[11.4 µM] | -18 | -2% | 2.6 | 15 | 11%
COC(CNC(=O)c1ccc(-n2c(=S)[nH]c3ccccc3c2=O)cc1)OC | -8% | 0.0 | -3% | -17%[57.1 µM] | -5 | 1% | 0.3 | -18 | -3%
O=C(C/C=N/OCc1ccc(Cl)cc1Cl)c1ccccc1 | -6% | -0.6 | -7% | -16% | 5 | 1% | 0.2 | -14 | 1%
COc1ccc([N+](=O)[O-])cc1NC(=O)CSc1ccccc1 | -16% | 0.2 | -8% | 21%[57.1 µM] | 4 | 2% | 1.2 | 16 | 4%
Cc1c(Cl)cccc1NC(=S)N1CCC(N(C)CC2CCCO2)CC1 (stereo not drawn) | 0% | -0.6 | -8% | -21% | 0 | 1% | 0.3 | 15 | 0%
COc1ccc(NS(=O)(=O)c2cc(C)ccc2OC)cc1OC | 7% | · | -23% | 24% | -2 | 0% | 0.3 | · | 7%
CCN(CC(=O)Nc1c(F)cccc1F)C(=O)c1ccc2c(c1)S(=O)(=O)N=C1CCCCCN12 | -9% | 0.1 | -12% | -4% | 9 | -5% | -0.3 | 5 | 3%
CCc1nc2nc(C)c(NS(=O)(=O)c3ccc(F)c(C)c3)c(=O)n2[nH]1 | -8% | -0.1 | 1% | -10% | 4 | 4% | -0.2 | · | -12%
N#Cc1cn(Cc2ccco2)c(=O)[nH]c1=O | 10%[57.1 µM] | · | -4% | 19%[57.1 µM] | · | -6% | · | · | 6%
Cc1cc(C(=O)Nc2cc(C)n(Cc3ccc(Cl)cc3)n2)no1 | 10% | 0.6 | -15% | 15% | -4 | -1% | -0.1 | -13 | 9%
COc1cc(C(C(=O)NC2CCCCC2)N(CCN2CCOCC2)C(=O)C2COc3ccccc3O2)cc(OC)c1OC (stereo not drawn) | -20%[57.1 µM] | 1.4 | -13% | -5%[57.1 µM] | 9 | -2% | 0.5 | -11 | 2%
Nc1ccc2c(c1)sc1ccccc12 | 12% | 1.8 | -11% | 12%[57.1 µM] | -1 | 10% | 1.2 | -9 | 12%

A different layout for 4 compounds above:
Every second line gives: TrxR1 substrate, D2 ag, USP1-UAF1 inh, rTrxR1 inhibitor, TRHR enhancer, Pin1 inh, TRHR ag, D2 antag, IDH1 R132H inh
CCS(=O)(=O)c1ccc2oc(SCC(=O)NC34CC5CC(CC(C5)C3)C4)nc2c1
    11%, -2.6, -11%, 33%, -5, -3%, 2.0, -7, 1%
COC(=O)/C(=C1/Oc2ccc(C(C)(C)C)cc2S1)C(F)(F)F
    5%, 0.5, -4%, 13%, 4, -1%, 0.0, -14, 8%
Cc1cc(NC(=O)c2ccc3[nH]c(C)c(C)c3c2)ccn1
    -12%, -0.6, -14%, -11%, 0, -2%, 0.6, 16, 7%
CCOc1ccc2nc(NC(=O)CN3C(=O)C4CCCCC4C3=O)sc2c1 (stereo not drawn)
    -4%[57.1 µM], 0.6, -12%, 8%, -3, -1%, -0.3, -2, -11%

Later entries.
SMILES | TrxR1 substrate | D2 ag | USP1-UAF1 inh | rTrxR1 inhibitor | TRHR enhancer | Pin1 inh | TRHR ag | D2 antag | IDH1 R132H inh
CCCS(=O)(=O)N1CCCC(C(=O)NCCCN2CCN(c3ccc(F)cc3)CC2)C1 (stereo not drawn) | -6%[0.457 µM] | 5.7 | 6% | -15% | 1 | -2% | 0.1 | -13 | -2%
COc1ccc2c(C)nc(Nc3nc(C)c(C)c(=O)[nH]3)nc2c1 | -4% | -1.1 | -4% | -14% | -19 | 1% | -0.5 | 0 | 18%
CNS(=O)(=O)c1cccc(C(=O)NCC(c2ccco2)N(C)C)c1 (stereo not drawn) | 10%[0.0914 µM] | 0.5 | -11% | -16%[57.1 µM] | -11 | -1% | -0.2 | -7 | -8%
O=C(c1ccco1)N1N=C(C2CCCCC2)CC1(O)C(F)(F)F (stereo not drawn) | 5% | -0.6 | -9% | 21%[57.1 µM] | -5 | 0% | 0.2 | 2 | 2%
Cc1cc(C(=O)O)ccc1-c1ccc(/C=N/n2cnnc2)o1 | -4% | 0.3 | -15% | -7% | 3 | 5% | 0.7 | -6 | 5%
Cc1ccc(S(=O)(=O)N2CC(C(=O)O)Oc3ccccc32)cc1 (stereo not drawn) | 2% | 0.2 | -16% | 7% | -1 | 5% | 0.5 | -11 | -5%
COc1ccc(NC(=O)C2CCN(S(=O)(=O)c3ccc4[nH]c(=O)oc4c3)CC2)c(OC)c1 | -3% | -0.2 | -20% | 19% | 1 | 14% | -0.2 | -6 | -5%
COc1ccc(C(=O)CSc2nnc(CNc3ccc(F)cc3)o2)cc1 | 0%[57.1 µM] | 0.6 | -18% | 14%[57.1 µM] | -2 | 0% | -0.5 | -7 | 2%
CC1CCCN(S(=O)(=O)c2ccc(C(=O)Nc3sc4c(c3C(N)=O)CCN(C)C4)cc2)C1 (stereo not drawn) | -5% | 19 | -21% | 24% | 0 | ? | 11 | -5 | -9%
O=C(O)c1ccc(Nc2ccc([N+](=O)[O-])c3nonc23)cc1 | -16% | 0.0 | -24% | -5% | 6 | 61%[activator] | 0.1 | -3 | -9%
CC(=O)Nc1sc(N/N=C/c2ccc(N(C)C)cc2)nc1-c1ccc(C)cc1 | 30% | -0.9 | -5% | 26% | -4 | 3% | -0.2 | -8 | 11%
CCC(C)NC(=S)NNC(=O)c1ccc(C(C)(C)C)cc1 (stereo not drawn) | 2% | -0.1 | -9% | -3%[57.1 µM] | -1 | -1% | -0.3 | 0 | -7%
Cc1[nH]nc2ncc(C(=O)c3ccccc3O)cc12 | -2% | 1.0 | -14% | -3% | -10 | 13% | -0.1 | 1 | 8%
O=C(CN1CCC(NC(=O)C2CC2)CC1)Nc1ccccc1[N+](=O)[O-] | 11%[57.1 µM] | · | -8% | 25%[57.1 µM] | 19 | 5% | -0.6 | · | 3%
Clc1cccc(NCc2nnc(SCc3ccc(Cl)cc3Cl)o2)c1 | -4% | 0.8 | ? | -4% | -7 | -1% | 0.8 | -4 | 3%
COc1ccc(-c2ccc3oc(-c4ccc(OC)cc4)c(-c4cc(OC)c(OC)c(OC)c4)c3c2)cc1 | 39%[activator][57.1 µM] | · | -11% | 33%[57.1 µM] | · | -16% | · | · | -12%
CSc1n[nH]c2nc3c(c(=O)n12)C1(CCCC1)Cc1ccccc1-3 | 5% | -2.9 | -2% | -18% | -4 | -18% | 0.1 | 16 | 2%
CC(=O)c1c(CSc2ccccc2)oc2ccc(O)c(CN(C)C)c12 | 4% | -0.8 | -15% | 8% | -13 | 0% | 0.4 | -4 | 4%
Cc1cccc(NC(=O)CCC(=O)N/N=C/c2ccc(O)cc2O)c1 | -11% | 1.0 | -34% | -13% | 4 | 4% | 0.6 | -9 | -7%

Looked up by compound from above (two):
SMILES | TrxR1 substrate | D2 ag | USP1-UAF1 inh | rTrxR1 inhibitor | TRHR enhancer | Pin1 inh | TRHR ag | D2 antag | IDH1 R132H inh
CC(=O)Nc1sc(N/N=C/c2ccc(N(C)C)cc2)nc1-c1ccc(C)cc1 | 30% | -0.9 | -5% | 26% | -4 | 3% | -0.2 | -8 | 11%
O=C(O)c1ccc(Nc2ccc([N+](=O)[O-])c3nonc23)cc1 | -16% | 0.0 | -24% | -5% | 6 | 61%[activator] | 0.1 | -3 | -9%
